Screening data: PubChem, National Center for Advancing Translational Sciences (NCATS)
Gal4-VP16 FLuc: VP16 counterscreen qHTS for inhibitors of ROR gamma transcriptional activity | 3.5% of 310,000 active | Drosophila S2 Gal4-VP16 UAS-luciferase, luminescence, 20 h | Potency, µM (highest dose often 53.6 µM), for the others: at the highest dose activity, negative = inhibition, hits mostly inhibitors | AID 2546, 2010;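 note: Gal4-VP16 expression switched on by copper sulfate through the metallothionein promoter; potency is the fitted concentration of half-maximal effect; % is set by controls: 0 for no effect and ±100 for the full control effect; nearly all actives have a fitted effect of over 50% in size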
Tb PFK block: qHTS Assay to Find Inhibitors of T. brucei phosphofructokinase. ATP-dependent 6-phosphofructokinase (Trypanosoma brucei brucei), O15648. AID 485367, 2010. 0.17% of 330,000 active. T. brucei PFK, ADP-Glo luminescence. Potency, µM (doses to about 57.5 µM), for inactives: at the highest dose activity, negative = inhibition, usual class: inhibitors;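 note: potency is the fitted concentration of half-maximal effect; 0% = uninhibited 1x PFK enzyme wells and -100% = no-enzyme wells; nearly all actives have a fitted effect of over 60% in size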
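Compounds were pin-transferred as a titration series up to 57 uM into substrate buffer (0.5 mM F6P, 0.1 mM ATP, pH 8.0), then 1.25 nM PFK was added and reactions ran 45 min before ADP-Glo detection.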
ELG1 genotox: qHTS screen for small molecules that induce genotoxicity in human embryonic kidney (HEK293T) cells expressing luciferase-tagged ELG1. 1.3% of 330,000 active. AID 504466, 2011. HEK293T ELG1-luciferase reporter, luminescence, 16 h. Potency, µM (top dose mostly 46 µM), for the others: at the top dose activity change, positive = activation, usual class: activators; note: potency is the fitted concentration of half-maximal effect; % of control where 0% means no effect; nearly all actives have a fitted effect of over 60% in size
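Quantitative HTS format in 1536-well plates. HEK293T ELG1-luciferase reporter cells receive test compound and are incubated 16 hr at 37 °C, 5% CO2; ONE-Glo added, 30 min room temperature, then luminescence read.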
RORgamma inh: qHTS for inhibitors of ROR gamma transcriptional activity; Potency, µM (doses to about 53.6 µM), for inactives: at the highest dose activity change, negative = inhibition, most hits filed as inhibitors; Drosophila S2 Gal4-RORgamma UAS-luciferase reporter, 20 h; 5.4% of 310,000 active; note: potency is the fitted concentration of half-maximal effect; % is set by controls: 0 for no effect and ±100 for the full control effect; nearly all actives have a fitted effect of over 60% in size
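In this cell-based reporter format, copper sulfate (700 uM final) drives Gal4–ROR gamma fusion expression from a metallothionein promoter in Drosophila Schneider cells; compounds preincubated 1 hr, reporter read after 20 hr at ambient temperature.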
NPC1 prom act: qHTS Assay for NPC1 Promoter Activators | Huh7 NPC1 promoter luciferase reporter, 24 h | Potency, µM (top dose mostly 9.22 µM), for inactives: top-dose activation, usual class: activators | 2.4% of 320,000 active;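 note: potency is the fitted concentration of half-maximal effect; % of control where 0% means no effect; nearly all actives have a fitted effect of over 60% in size; reporter is driven by a mutant NPC1 promoter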
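Quantitative HTS used a cell-based reporter: Huh7 cells stably bearing the NPC1 promoter upstream of luciferase were treated with compounds for 24 h, and promoter activation was read as luminescence.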
FLuc counter: qHTS profiling assay for firefly luciferase inhibitor/activator using purifed enzyme and Km concentrations of substrates (counterscreen for miR-21 project); purified FLuc, Km substrates, luminescence inhibition; Potency, µM (series often up to 57.5 µM), for inactives: at the highest dose activity change, negative = inhibition, hits mostly inhibitors; 6.9% of 360,000 active; AID 588342, 2011;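 note: potency is the fitted concentration of half-maximal effect; plate controls were vehicle for no effect and reference inhibitor for full effect; nearly all actives have a fitted effect of over 55% in size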
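Biochemical qHTS of compounds, final roughly 60 µM downward over six points, against 10 nM purified firefly luciferase using Km concentrations of substrates (10 uM D-luciferin, 10 uM ATP) in Tris acetate pH 7.5 buffer; luminescence output.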
TRPV1 ag: HTS Assay for Compounds that Act as Agonists of the Vanilloid Receptor 1; activation, % at 8.33 µM; TRPV1-expressing cells, Fluo-8 calcium influx, agonist mode; 0.19% of 320,000 active; in the data active = activation above about 80%; inconclusive = between about 30% and that limit; note: 0% is about no effect
Target sequence (Q8NER1 whole entry, looked up): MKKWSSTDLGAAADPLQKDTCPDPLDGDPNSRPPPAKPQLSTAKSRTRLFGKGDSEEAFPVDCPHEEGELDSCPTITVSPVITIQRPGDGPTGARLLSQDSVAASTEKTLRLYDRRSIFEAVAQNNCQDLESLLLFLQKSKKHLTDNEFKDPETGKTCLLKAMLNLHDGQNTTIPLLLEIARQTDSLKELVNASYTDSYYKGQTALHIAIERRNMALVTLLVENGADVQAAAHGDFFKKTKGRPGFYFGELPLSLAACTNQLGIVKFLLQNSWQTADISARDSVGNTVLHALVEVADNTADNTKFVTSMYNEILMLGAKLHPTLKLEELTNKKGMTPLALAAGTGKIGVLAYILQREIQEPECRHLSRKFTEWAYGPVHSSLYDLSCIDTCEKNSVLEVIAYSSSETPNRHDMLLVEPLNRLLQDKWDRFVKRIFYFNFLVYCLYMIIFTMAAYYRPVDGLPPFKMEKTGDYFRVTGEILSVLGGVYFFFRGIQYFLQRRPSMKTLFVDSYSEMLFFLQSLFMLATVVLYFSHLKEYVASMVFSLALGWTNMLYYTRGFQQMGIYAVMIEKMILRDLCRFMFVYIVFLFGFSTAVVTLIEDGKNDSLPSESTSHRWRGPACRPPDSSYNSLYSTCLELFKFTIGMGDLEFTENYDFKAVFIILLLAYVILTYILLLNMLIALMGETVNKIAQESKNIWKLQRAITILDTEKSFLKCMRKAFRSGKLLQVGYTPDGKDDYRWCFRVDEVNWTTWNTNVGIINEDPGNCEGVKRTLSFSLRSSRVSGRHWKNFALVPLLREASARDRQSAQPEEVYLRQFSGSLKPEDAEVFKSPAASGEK
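TRPV1-expressing cells were cultured overnight at 35.5C and loaded with Fluo-8 calcium dye for 40 to 90 min at room temperature. After a 10 s baseline, compound was added and calcium influx was read kinetically for 3 min (ex 480/em 520 nm).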
BRCA1 expr up: qHTS Assay to Identify Small Molecule Activators of BRCA1 Expression | Potency, µM (doses to about 46.1 µM), without a hit: at the top dose activation, most hits filed as activators | 1.1% of 380,000 active | MCF7-BRCA1-FFLuc reporter, luminescence, 48 h; response scale: scaled: vehicle 0%, 10 µM genistein 100% | AID 624202, 2012; note: potency is the fitted concentration of half-maximal effect; nearly all actives have a fitted effect of over 80% in size; some results filed as inactive show a strong effect at the top dose
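MCF7-BRCA1-FFLuc cells, 2000/well in phenol-red-free MEM, attached 2 h then treated 48 h at 37 C. Luciferase luminescence read 15 min after reagent; normalized to genistein maximum activation (10microM) and DMSO, concentration-response fitted.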
Rab9 prom act: qHTS Assay for Rab9 Promoter Activators; AID 485297, 2010; Huh7 Rab9 promoter-luciferase reporter, luminescence, 24 h; Potency, µM (series often up to 9.22 µM), for the others: at the top dose activation, negative = inhibition, actives largely listed as activators; 2.8% of 320,000 active; note: potency is the fitted concentration of half-maximal effect; % of control where 0% means no effect; nearly all actives have a fitted effect of over 60% in size
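Huh7 cells stably carrying a Rab9 promoter-luciferase reporter, 1500 cells per well in OP-MEM I with 10% FBS, treated with compound 24 hours at 37C. Luciferase activity read by luminescence after 10 minutes with Amplite reagent.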
ELG1 repair inh: qHTS screen for small molecules that inhibit ELG1-dependent DNA repair in human embryonic kidney (HEK293T) cells expressing luciferase-tagged ELG1. HEK293T ELG1-luciferase reporter, luminescence, 16 h; DNA damage induced by 5-fluorouridine. Potency, µM (highest dose often 46.1 µM), for inactives: at the top dose activity change, negative = inhibition, most hits filed as inhibitors. 2.3% of 330,000 active; note: potency is the fitted concentration of half-maximal effect; % is set by controls: 0 for no effect and ±100 for the full control effect; nearly all actives have a fitted effect of over 55% in size
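HEK293T cells expressing luciferase-tagged ELG1 (2,000/well) received 5-Fluorouridine plus compound or DMSO for 16 hr at 37 °C. Luciferase was read by ONE-Glo luminescence after 30 min at room temperature.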
p53 reactivator: qHTS assay for re-activators of p53 using a Luc reporter; H1299 p53-A138V BP100-luciferase reporter, luminescence, 24 h; Potency, µM (series often up to 92.2 µM), without a hit: top-dose activity change, positive = activation, actives largely listed as activators; 0.063% of 320,000 active; note: potency is the fitted concentration of half-maximal effect; % of control where 0% means no effect; nearly all actives have a fitted effect of over 45% in size
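H1299 (p53-null), stable ts p53-A138V + BP100-Luc; 1000 cells/well, Opti-MEM/10% FBS; cpd 4 pt, 1:5; 24 h, 37 deg C, 5% CO2; detection reagent 10 min RT; luminescence.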
Active calls of the source: *; ? = inconclusive; . = not tested or not shown; & = joins results of further samples; [ ] = remark or other dose. Unless noted, calls come from the whole dose curve; as a rule, active = well fitted curve in the direction sought with a large enough effect; inconclusive = small, poorly fitted or top-dose-only effect, or another doubt; inactive = no such curve, though single readings can be large; an effect the other way counts as inactive or inconclusive.

SMILES | Gal4-VP16 FLuc | Tb PFK block | ELG1 genotox | RORgamma inh | NPC1 prom act | FLuc counter | TRPV1 ag | BRCA1 expr up | Rab9 prom act | ELG1 repair inh | p53 reactivator
CCN(CC)CCNC(=O)C(=O)Nc1cc2c3c(c1)CCN3C(=O)CC2 | -8.6% | -0.8% | 12.5% | -12.0% | -3.0% | -0.2% | -4.1 | -25.2% | 3.4% | ? | 5.5%
Cc1nc2cc(-c3ccccc3)nn2c(C)c1CCC(=O)N1CCN(c2ccccc2)CC1 | -4.0% | 2.5% | -0.5% | -2.9% | -7.0% | ? | 1.5 | -14.3%&-30.1% | 2.9% | ? | -6.8%
O=C(COc1ccc(Cl)cc1Cl)NNC(=O)c1cccnc1 | -7.9% | 1.3% | 15.3% | -15.5% | 4.5% | 5.36µM* | 0.7 | 35.2% | 8.5% | 15.6% | 5.0%
COc1ccc(NC(=O)/C(C#N)=C/c2ccc(OCc3ccccc3F)cc2)cc1 | -2.5% | 0.1% | 0.7% | -8.1%[10 µM] | -2.5% | 0.2% | 0.7 | ? | -0.5% | 12.1% | 8.2%
Cc1ccc(S(=O)(=O)N2CCC(C(=O)N3CCC3)CC2)cc1 | -2.9% | -3.1% | 17.5% | 30.1% | 2.24µM* | 9.53µM* | 4.2 | 1.7% | 3.16µM* | ? | ?
COc1ccc(-c2noc(CN3C(=O)c4ccccc4C3=O)n2)cc1 | -11.9% | -4.5% | 5.3% | 15.7% | 0.3% | -2.6% | 3.6 | 5.3% | -0.5% | 22.5% | 13.9%
O=C(COC(=O)c1ccc(Br)o1)NC1CCCc2ccccc21 (centres undefined) | . | -4.7% | -0.2% | . | -0.6% | -1.1% | 5.9 | 8.9% | 0.2% | -1.1% | -5.6%
Cc1ccnc(SCc2cc(=O)c(OC(=O)c3ccc(S(=O)(=O)N(C)C)cc3)co2)n1 | 0.5% | 0.0% | 0.7% | ? | -3.2% | 2.7% | -3.7 | -16.9% | -0.3% | 8.8% | -27.1%
COC(=O)c1sccc1NC(=O)Nc1cccc(F)c1 | -7.7% | -0.5% | -1.9% | ? | -2.7% | 12µM* | ? | 8.4% | -1.4% | 16.7% | 3.9%
COc1cccc(-c2noc(CCC(=O)NC3CCCCC3)n2)c1 | 14.0% | 18.0% | 8.2% | 1.9% | 6.7% | 0.3% | 0.5 | 4.9% | 1.2% | 11.7% | 6.7%
CC(=O)C1=C(c2ccccc2)NC(=O)NC1c1ccccc1OCC#N (centres undefined) | -5.2% | 0.6% | 1.8% | -40.4% | -0.1% | 1.1% | -3.1 | -1.4% | 7.0% | 10.0% | -3.7%
CC(C)c1nnc(NC(=O)Cc2cccs2)s1 | 22.8% | 0.3% | 3.6% | ? | -1.1% | 2.0% | 0.5 | 22.2% | 0.7% | 8.3% | -1.6%
CCOc1ccccc1NC(=S)NNS(=O)(=O)c1c(C)cc(C)cc1C | 14.1µM* | -3.9% | -0.5% | 10µM* | -8.0% | 3.3% | 1.3 | 1.1% | 0.6% | 1.8% | 2.3%
COc1ccc(CCN2C(=O)NC(NC(=O)CCc3ccccc3)(C(F)(F)F)C2=O)cc1OC (centres undefined) | -16.9% | 0.2% | -1.2% | 3.7% | -3.8% | 0.0% | 1.0 | -25.9% | -2.9% | -23.3% | -2.4%
O=C(NCc1ccccn1)C1CC(c2ccccc2Cl)=NO1 (centres undefined) | -17.8% | -3.2% | 3.2% | -22.3% | -0.7% | 6.7% | 0.5 | 0.0% | 15.2% | 14.5% | 6.5%
CCN(CC)C(=O)c1sc(NC(=O)c2cc(-c3ccc(C)s3)nc3ccccc23)c(C(=O)OC)c1C | -0.5% | 1.9% | 0.7% | 14.9% | -4.9% | ? | 1.7 | -25.3% | -6.2% | ? | -15.1%
O=C1c2ccccc2C(Nc2ccc3c(c2)OCCO3)N1c1ccccn1 (centres undefined) | 14.3% | -1.2% | 7.5% | 1.2% | 1.0% | 0.7% | 1.8 | -4.4% | -3.5% | ? | -2.2%
Cc1ccc[n+](CC(=O)c2ccc(-c3ccccc3)cc2)c1 | -4.0% | -0.1% | -7.0% | 6.7% | -1.5% | 0.7% | 0.6 | -3.9% | -6.3% | ? | -12.7%
COC(=O)/C(=C/Nc1ccc(O)cc1)[N+](=O)[O-] | -76.5% | 2.3% | 1.2% | ? | -1.3% | -0.2% | 0.4 | -24.2% | 6.3% | -17.8% | -15.3%
Cc1nc(-c2cccc(NC(=O)c3ccco3)c2)cs1 | 27.2% | -4.9% | 9.1% | 31.6% | 0.4% | ? | 27.0 | 38.6% | 10.7% | 18.6% | -8.4%
Cc1cc(C)n2nc(CC(=O)NNC(=O)COc3ccccc3)nc2n1 | -1.5% | -3.3% | -1.6% | -14.3% | -0.3% | 0.3% | 2.5 | -0.5% | 2.4% | -9.9% | 4.7%
CN(C)CCCn1c(=S)[nH]c2ccccc2c1=O | -7.1% | -6.7% | 1.5% | -28.9% | -3.8% | -0.6% | 2.2 | 0.5% | -2.6% | 6.9% | 0.2%
CCCOC(=O)Nc1cccc(C(C)=O)c1 | 9.8% | 0.2% | 0.1% | 23.2% | -5.1% | -0.2% | 7.9 | 3.2% | 0.5% | 15.2% | 10.4%
O=C(COC(=O)c1cnc(Cl)c(Cl)c1)NCc1ccc2c(c1)OCO2 | -14.0% | 7.1% | 1.8% | -9.8% | -3.2% | 1.9% | 9.6 | 3.3% | -2.4% | -2.5% | -1.3%
O=S(=O)(Nc1ccc(-c2cn3ccsc3n2)cc1)c1ccc2c(c1)OCCO2 | 13.4% | 1.0% | 0.1% | 34.2% | 17.7% | ? | -2.9 | 60.1% | 28.7% | -28.8% | ?
O=C(NNC(=O)c1ccccc1Br)c1cccs1 | 26.0% | 2.7% | 12.6% | 8.5% | 21.5% | ? | -3.0 | ? | 28.6% | ? | 26.1%
O=C(N/C(=C/c1ccccc1)C(=O)N1CCCCC1)c1ccco1 | . | 3.4% | -6.2% | . | -1.5% | -1.1% | -1.2 | -4.5% | -1.8% | -20.2% | .
N#Cc1c(-c2ccc(Cl)cc2)c2c([nH]c1=O)-c1ccccc1OC2 | -5.3% | -0.2% | -2.0% | -0.7% | -7.8% | -1.1% | -3.2 | -24.6% | -1.9% | -3.5% | -2.6%
CCOc1ccc(/C=N/OCC(=O)Nc2ccc3c(c2)OCO3)cc1 | 7.5% | 2.9% | 2.9% | 18.8% | -1.7% | ? | 8.4 | 13.2% | 0.6% | 0.4% | 2.4%
COc1cc2c(cc1OC)CN(Cc1cc(=O)oc3c(C)c(C)ccc13)CC2 | -1.3% | 5.0% | -3.2% | ? | -0.4% | ? | 18.1 | -32.6% | 2.7% | -36.6% | -9.4%
Cc1nn2c(nc1=O)NNC2(C)C(C)(C)C (centres undefined) | -13.8% | 4.5% | 2.1% | 11.2µM* | -1.7% | 1.2% | 0.2 | -22.0% | 0.9% | -3.8% | -1.1%
Fc1cccc(Cl)c1CNC(c1ccccc1)c1ccccc1 | -3.5% | -5.8% | -1.4% | -5.2% | 0.1% | -0.9% | -0.4 | 0.0% | -5.0% | 3.4% | -5.3%
CCC(C)N(C(=O)COC(=O)CSc1ccc(C)c(C)c1)C1CCS(=O)(=O)C1 (centres undefined) | . | -0.2% | -0.3% | . | 0.3% | -2.7% | 0.3 | -5.6% | -1.3% | 19.0% | -2.1%
COc1ccccc1CNC(=S)NC1CCCC1 | 7.08µM* | -0.3% | -1.7% | 5.62µM* | 1.7% | -2.2% | 26.1 | -4.9% | 6.1% | 0.3% | 13.2%
CC12CCC(C(=O)N3CCc4ccccc43)(CC1=O)C2(C)C (centres undefined) | 7.2% | -5.5% | 0.4% | ? | -2.3% | -5.7% | -2.1 | -26.5% | -1.4% | 5.5% | -5.3%
C#CCOC(=O)C(NC(=O)c1ccccc1)=C1CCCCC1 | 8.9% | 1.7% | -5.7% | 0.2% | -1.5% | 0.1% | 2.9 | 0.8% | 2.2% | -28.4% | -4.5%
COc1ccc([N+](=O)[O-])c(OC)c1C(=O)NC(=O)Nc1c(F)cc(F)cc1F | -1.8% | 1.2% | 3.1% | -5.1% | 0.6% | -1.4% | -0.3 | 2.7% | 2.2% | 27.4% | -0.1%
